mHTT-CaM PPI inh: mutant huntingtin-calmodulin interaction inhibitors – biochemical, AlphaScreen, primary screen. inhibition, % at 15 µM. P42858. AlphaScreen His-mHTT/GST-CaM binding, luminescence. hit rate 3.6% among 190,000;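 note: 0% = both proteins with DMSO and 100% = one protein alone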
Pf apPOL inh: Pf-apPOL inhibitors, biochemical, fluorescence; Plasmodium falciparum apicoplast DNA polymerase (apPOL); Recombinant Pf-apPOL, molecular beacon fluorescence, 1.5 h; inhibition, % at 10 µM; hit rate 0.25% among 210,000; AID 1794808, 2022
* hit, by the source's call; i = inactive; · = not tested or not shown; & = joins results of further samples. Cut-off read from the data, not from the text of the source: active = inhibition above about 50%; inactive = the rest. Only part of the results is shown, so the mix of outcomes need not match the whole.

Values run as follows: mHTT-CaM PPI inh, Pf apPOL inh
CC(C)c1cc(C2CCCN2C(=O)NC(C)(C)C)on1 (centres undefined)
→ -10, 2
CCC(=O)Nc1cccc(-c2nnc(SCC(=O)c3ccc([N+](=O)[O-])cc3)n2C)c1
→ 20, -1
O=C(Nc1ccccc1[N+](=O)[O-])C12CC3CC(CC(C3)C1)C2
→ 13, -2
COc1cccc(C(=O)N2CCCn3nc(-c4cccs4)cc3C2)c1OC
→ -1, -11
CCC1c2ccc(C)n2CCN1C(=O)Nc1ccc(C)c(F)c1 (centres undefined)
→ 8, 2
COC(=O)c1[nH]c(C)c(C(O)=C2C(=O)C(=O)N(CCCN(C)C)C2c2ccco2)c1C (centres undefined)
→ -10, -5
c1ccc(-c2noc(-c3cccnc3)n2)nc1
→ 1, -10
CCC(=O)N1CCCC(c2ccnc(-c3ccc(F)cc3)n2)C1 (centres undefined)
→ 76*, -18
COc1ccc(C(=O)n2cc3c(n2)-c2cc(Cl)ccc2SC3)cc1
→ ·, -3
COc1ccc(C2=NOC(C(=O)Nc3ccc(C(C)=O)cc3)C2)cc1OC (centres undefined)
→ 2, -2
Fc1ccc(CN2CCSCC2)cc1Br
→ -7, -8
CCOC(=O)C1=NN(c2ccc(Cl)cc2)C2C(=O)N(c3ccc(OC)cc3)C(=O)C12 (centres undefined)
→ ·, -14
O=C(c1cccs1)N1CCC2(CC1)NC(=O)N(Cc1ccc(Cl)cc1)C2=O
→ 6, 1
COc1cc2oc(=O)cc(-c3ccc(-c4ccc(CO)cc4)cc3)c2c(OC)c1OC
→ 6, -5
O=C(Nc1ccc(F)c(Cl)c1)c1cccc(Cn2cncn2)c1
→ -9, 1
Cc1cc(C)c2c(N)c(S(=O)c3ccc(C(C)(C)C)cc3)sc2n1 (centres undefined)
→ 34, -16
c1ccc(OCCn2cnc3ccccc32)cc1
→ -6, -2
COc1cccc(C2C(C(=O)c3cccs3)=C(O)C(=O)N2CCN(C)C)c1OC (centres undefined)
→ 1, -5
O=C(CCS(=O)(=O)c1ccccc1)NCc1ccsc1
→ -8, -1
Nc1nnc(COc2ccc(Br)cc2Br)s1
→ 0, -2
O=C(CC1CCN(C(=O)c2ccccc2Cl)CC1)NCCCN1CCOCC1
→ 17, -2
O=C(CSc1ncc(CO)n1CC(=O)NC1CCCC1)NCc1ccc2c(c1)OCO2
→ 4, -3
CCOC(=O)c1cn(C2CN(C(=O)Nc3ccc(F)cc3F)C2)nn1
→ -11, 0
COc1ccccc1-c1noc(C2CCCN2C(=O)c2ccsc2)n1 (centres undefined)
→ 11, 0
CCC(=O)N1CCN=C1SCc1ccccc1Cl
→ -8, 5
COc1ccccc1-c1noc(C2CCCN2C(=O)Nc2cccc(Cl)c2)n1 (centres undefined)
→ 5, 0
Cc1ccc(C2CC(C(F)(F)F)n3nc(C(N)=O)cc3N2)cc1 (centres undefined)
→ 7, -1
CCCn1cnnc1C1CCCCN1C(=O)CCc1ccccc1OC (centres undefined)
→ 4, -1
CC(NC(=O)NC(C)(C)C)c1ccccc1 (centres undefined)
→ ·, -8
O=C1CCCC2=C1C(c1ccc(Cl)cc1)n1ncnc1N2 (centres undefined)
→ -5, -7
Cc1cccc(C(=O)NCC(C)CN(C)C)c1 (centres undefined)
→ -2, -8
O=S(=O)(Nc1ccc(N2CCCS2(=O)=O)cc1)c1cccs1
→ -8, -6
CC(C)c1ccc(NC(=O)C2CCN(C(=O)c3ccccc3)CC2)cc1
→ 10, -185
O=C(NCc1ccccn1)c1cc(-c2ccccc2)ns1
→ -10, -5
Cc1cccc(NC(=O)N2CCC(c3nc(CCNC(=O)C(C)C)cs3)CC2)c1
→ 4, -5
CC(=O)Nc1nc2n(n1)C(c1ccc(Cl)cc1)C=C(C)N2 (centres undefined)
→ 1&4, -6&-2
CCOc1ccc(-c2ccc(=O)n(CCNC(=O)c3cc(C)oc3C)n2)cc1
→ 21, -3
CCn1cc(-c2nc(C)c(C(=O)Nc3ccccc3C)s2)c2cccnc21
→ 5, 2
CCC(=O)NCCc1csc(C2CCN(C(=O)c3ccc(C)cc3C)CC2)n1
→ 8, -2
CN(CCCNC(=O)C1CCN(c2ccc(N3CCOCC3)nn2)CC1)C1CCCCC1
→ 0, -5
COc1ccccc1OCCNC(=O)c1cc(SC)ccc1Cl
→ -4, -5
O=C1OC2CC1N(C(=O)c1ccc3nsnc3c1)C2 (centres undefined)
→ -11, 1
N#CC1=C(N)N(c2ncn[nH]2)C2=C(C(=O)CC(c3ccccc3)C2)C1c1ccc(F)cc1 (centres undefined)
→ 23, -7
O=C(NC1CCN(c2nnc3ccc(Cl)cn23)CC1)c1ccccc1F
→ 2, -1
COc1ccc(C2Nc3ccccc3C(=O)N2Cc2ccco2)cc1 (centres undefined)
→ 1, -7
COc1ccc(S(=O)(=O)N2CCC(C(=O)N3CCN(Cc4ccccc4)CC3)CC2)cc1
→ 17, 1
O=C(Nc1c(C(=O)N2CCOCC2)cnn1-c1ccccc1)c1ccc([N+](=O)[O-])cc1
→ 1, 7
CC(C)CN1CCN(C(=O)C2CCc3sc(C(=O)N4CCCCCC4)cc3C2)CC1 (centres undefined)
→ 10, -5
CC(C)NC(=O)C(C)N(c1ccc(Oc2ccccc2)cc1)S(C)(=O)=O (centres undefined)
→ 1, -3
COCCN1CCN(C(=O)C2CC(=O)N(c3cc(C)cc(C)c3)C2)CC1 (centres undefined)
→ 10, -1

Next section
Values run as follows: mHTT-CaM PPI inh, Pf apPOL inh
Nc1nonc1-c1nc2ccccc2n1CCn1c(-c2nonc2N)nc2ccccc21
→ -1, -4
Cc1noc(-c2ccncc2)c1C(=O)NCCc1cccc(Cl)c1
→ 3, 1
CC(c1ccccc1)C1CC(=O)N(c2ccccc2)C1=O (centres undefined)
→ -1, -2
COc1cc(SC)ccc1C(=O)N1CCCc2ccccc21
→ -5, -9
CC(C)(C)CC(C)(C)c1ccc(OCC(O)CN2CCCC2)cc1 (centres undefined)
→ 100*, -6
CCOc1ccccc1OCC(O)CNC (centres undefined)
→ -1, -2
Cc1ccc(NC(=O)C2CCN(c3cn[nH]c(=O)c3)CC2)cc1
→ -1, -2
COc1cccc(C2C(C(N)=O)=C(C)Nc3nc(SCc4ccccc4)nn32)c1 (centres undefined)
→ 1, -7
O=C1CSC(c2ccccc2[N+](=O)[O-])N1c1ccc(Oc2ccccc2)cc1 (centres undefined)
→ 59*, -2
CC(c1ccccn1)N(C(=O)Nc1ccccc1)C1CCCCC1 (centres undefined)
→ -17, -12
O=C(NC1(C(F)(F)F)Oc2ccccc2O1)N1CCCCCC1
→ 1, -6
O=C1N/C(=C\c2ccc(-c3ccccc3[N+](=O)[O-])o2)C(=O)N1Cc1ccc(Cl)cc1
→ 21, -3
CC1C(=O)N(c2cccc(Br)c2)CCN1C(=O)c1ccc(F)cc1 (centres undefined)
→ -4, -1
O=C1CSC(c2ccc(F)cc2)N1c1ccc(F)cc1F (centres undefined)
→ -6, -2
Cc1[nH]n(-c2ccccc2)c(=O)c1C=Nc1cccc(N)c1
→ 24, -2
CC(C)N1CCC(CNC(=O)C(=O)NCCC2=CCCCC2)CC1
→ -3, -6
COc1ccc(N2CCN(CCCNC(=O)c3csc4c3CCCC4)CC2)cc1
→ 26, 0
Cc1ccc(C2=N/C(=C\c3ccco3)C(=O)O2)cc1C
→ 1, -4
Nc1ncnc(NCCCc2ccccc2)c1[N+](=O)[O-]
→ -3, 0
Cc1ccc(Nc2nc(-c3ccc(O)cc3O)cs2)nc1
→ 100*, 6
COC(=O)C(C)Oc1ccc2c(c1)OC(=Cc1cccc(Br)c1)C2=O (centres undefined)
→ 7, -1
O=C(O)CCC(=O)c1cccc([N+](=O)[O-])c1
→ -3, -6
Cc1onc(-c2ccccc2)c1CN1CCCCC1
→ ·, -9&5
COCCn1c(CC2CCN(C(=O)Cc3ccccc3)C2)nc2cccnc21 (centres undefined)
→ 2, -3
COc1ccccc1NC(=O)N1CCCCCC1c1ccc(C)s1 (centres undefined)
→ -22, -2
CCC1c2ccc(C)n2CCN1C(=O)Nc1cccc(Br)c1 (centres undefined)
→ 6, -6
Cc1nn(-c2ccccc2Cl)c(C(C)C)c1C(=O)NCc1cccnc1
→ 3, -2
Cc1cccc(CNC(=O)CN2C(=O)C3CCCN3C(=O)c3ccc(F)cc32)c1 (centres undefined)
→ -3, -8
Cc1cc(NC(=O)c2ccc(=O)n(Cc3ccc(F)cc3)n2)on1
→ -9, -11
CC(=O)N1CCc2ccc(C(=O)N3CCC(C)CC3)cc21
→ -7, 0

Some of the entries so far, field by field:
> Cc1cccc(CNC(=O)CN2C(=O)C3CCCN3C(=O)c3ccc(F)cc32)c1 (centres undefined)
  mHTT-CaM PPI inh: -3; Pf apPOL inh: -8

> CC(=O)N1CCc2ccc(C(=O)N3CCC(C)CC3)cc21
  mHTT-CaM PPI inh: -7; Pf apPOL inh: 0

> Cc1nn(-c2ccccc2Cl)c(C(C)C)c1C(=O)NCc1cccnc1
  mHTT-CaM PPI inh: 3; Pf apPOL inh: -2

> COCCn1c(CC2CCN(C(=O)Cc3ccccc3)C2)nc2cccnc21 (centres undefined)
  mHTT-CaM PPI inh: 2; Pf apPOL inh: -3

(continued)
Values run as follows: mHTT-CaM PPI inh, Pf apPOL inh
COc1ccc(OC)c(C2=NOC(C(=O)Nc3cc(Br)ccc3O)C2)c1 (centres undefined)
→ 2, 0
CSCCC(=O)Nc1ccc(Cl)cc1
→ 1, 0
CC(=O)N1CCc2cc(Br)cc(S(=O)(=O)NCCc3ccccc3Cl)c21
→ 11, -10
O=C(C1CCN(c2cnn(Cc3ccccc3)c(=O)c2)CC1)N1CCC2(CC1)OCCO2
→ 9, -8
Oc1ccccc1CN1CCCCC1
→ -2, -4
CCCCOc1ccc(-c2nc(C=Nc3cccc(Cl)c3)c(O)o2)cc1
→ 4, -2
COc1ccc(C(O)(C(=O)NCc2ccc(N(C)C)cc2)c2ccc(OC)cc2)cc1
→ 48, -4
Cc1ccc(S(=O)(=O)Nc2ccc(Oc3ccc(Cl)cc3)cc2)cc1
→ ·, 4
Cc1cc(F)c(F)cc1C(=O)N1CCCCC1
→ -3, -2
COc1cccc(-c2nc3ccc(Br)cc3c(=O)o2)c1
→ 6, -2
CCc1ccc(NC(=O)C2CC(c3ccc(OC)c(OC)c3)=NO2)cc1 (centres undefined)
→ 10, -8
O=C(c1cc(S(=O)(=O)N2CCC3(CC2)OCCO3)ccc1F)N1CCCCC1
→ 1, 0
COc1ccccc1C(=O)Oc1cc(C)[nH]c(=O)c1[N+](=O)[O-]
→ 8, -6
CC(=O)c1c(C)nc(-c2ccccc2)nc1NC(=O)c1ccccc1
→ -3, -10
Cc1ccc(-c2n[nH]c(=S)n2/N=C\c2ccc(C(C)C)cc2)cc1
→ i, ·
O=C(c1ccco1)N1CCC(OCc2nc(-c3ccccc3)no2)CC1
→ 12, 5
O=C(Nc1ccc2c(c1)OCCO2)C1CCN(C(=O)Cc2ccccc2)CC1
→ 11, -2
O=C(O)C1=CC(Cl)=C(Cl)[C@H](O)[C@@H]1O
→ -7, ·
COc1cc(C(=O)Nc2c3c(nn2-c2cccc(C)c2C)CS(=O)(=O)C3)cc(OC)c1OC
→ 8, -1
Cc1cc(N2CCC(C)CC2)nc2ccc(NC(=O)c3ccc(Cl)nc3)cc12
→ 6, -2
CC(C)Oc1cccc(C(=O)Nc2ccc(-c3nc4ncccc4o3)cc2)c1
→ 1&-6, -8&-8
COc1cc(C=O)ccc1OCc1ccccc1COc1ccc(C=O)cc1OC
→ 5, 2
COc1ccc2c(c1)c(=O)oc1cc3occ(-c4ccc(F)cc4)c3cc12
→ 8, -6
CC(C)COc1ccc(C(=O)N/C(=C/c2ccc3c(c2)OCO3)C(=O)O)cc1
→ 4, -7
CC(C)c1ccc(NC(=O)c2cc(S(=O)(=O)N3CCC4(CC3)OCCO4)ccc2F)cc1
→ 2, -6
COc1ccccc1-n1nc(C(=O)N2CCCCC2C)c2ccccc2c1=O (centres undefined)
→ -4, 5
Cc1cc(SCc2ncon2)c(C)cc1Cl
→ ·, -4&-3
CSC(=NS(=O)(=O)c1ccccc1)N1CCN(c2c(C#N)cccc2C#N)CC1
→ ·, -2
COc1ccc2oc(=Nc3ccc(F)cc3)c(C(=O)Nc3ccccc3)cc2c1
→ 8, 6
CC(=O)Nc1ncc(CN2CCC(c3ccccc3)CC2)s1
→ 1, -11
CCCCOc1ccc(C(=O)Nc2ccc(-c3nc4ncccc4o3)cc2)cc1
→ 7&-8, 8&-8
COc1ccc([N+](=O)[O-])cc1C=Nc1ccc(-c2ccccc2)cc1
→ 1, -4
COc1ccc(-c2c(C)c3ccc(O)c(CN4CCCC4)c3oc2=O)c(OC)c1
→ -2, -2
Cc1c(N=Cc2ccc([N+](=O)[O-])o2)c(=O)n(-c2ccccc2)n1C
→ -3, 3
Cc1nnc2c(NCC3CCCO3)nc3ccccc3n12 (centres undefined)
→ 3, -3
O=C(Nc1ccc2c(c1)C(=O)OC2)c1ccno1
→ ·, -1&1
CC(C)(C)C1CC=C2C(C#N)=C(N)C(C#N)(C#N)C(c3ccccc3)C2C1 (centres undefined)
→ 25, -10
CCN(CC)C1CCN(c2cc(-c3ccccc3)nc3ncnn23)CC1
→ -5, -3
Cc1[nH]c2ccccc2c1SCCNC(=O)c1ccccc1C(F)(F)F
→ 9, -2
COc1cc(C(=O)Nc2cccc(C(=O)c3ccc(C)c(C)c3)c2)cc(OC)c1OC
→ 37, -9
O=c1[nH]c(=O)n(C2CCCO2)cc1F (centres undefined)
→ ·, 10
COc1ccc(-c2ncc3c(n2)CCN(C(=O)c2ccc(F)c(F)c2)C3)cc1
→ -3, 0
O=c1cc(C(F)(F)F)[nH]n1-c1ccccc1
→ ·, 6
CC1CCc2c(C(=O)NCc3ccccc3Cl)csc2C1 (centres undefined)
→ -8, 0
CCOc1ccc(NS(=O)(=O)c2ccc(NC(C)=O)cc2)cc1
→ -4, -8

Entries of single compounds from above. Values in the order: mHTT-CaM PPI inh, Pf apPOL inh
`CCOc1ccc(NS(=O)(=O)c2ccc(NC(C)=O)cc2)cc1` is entered as -4, -8
`COc1ccc(-c2ncc3c(n2)CCN(C(=O)c2ccc(F)c(F)c2)C3)cc1` is entered as -3, 0
`CC1CCc2c(C(=O)NCc3ccccc3Cl)csc2C1` (centres undefined) is entered as -8, 0
